STEP block: blocks human striatal-enriched tyrosine phosphatase; AID 588621; 0.25% of 360,000 active; recombinant STEP, OMFP fluorogenic substrate, fluorescence; P54829; inhibition, % at 20 µM;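 active = inhibition at 20 µM, scaled per plate between control wells, above about 37%, limit read from the data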;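 also: 0% = DMSO with enzyme and substrate and 100% = substrate only without enzyme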
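medium = Bis-Tris buffer pH 6.0, 2.5 mM DTT, 0.005% Tween 20 | test system = STEP (striatal-enriched tyrosine phosphatase) enzyme, cell-free | measure = normalized % inhibition | compound dosing = 20 µM, 1% DMSO | also added = 25 µM OMFP | schedule = reaction 20 min, ambient temperature | measured by = fluorescence read at 480 nm ex / 540 nm em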
Tb MetRS inh: blocks T. brucei methionyl-tRNA synthetase activity; 0.4% of 360,000 active; inhibition, % at 11.9 µM; purified T. brucei MetRS, ATP depletion, Kinase-Glo luminescence; AID 624268;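 active = inhibition above a per-plate cutoff of the control wells' mean inhibition plus 3 SD, cut at about 5.5% in these data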;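 also: 0% = DMSO wells median and 100% = median of wells with control inhibitor compound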
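Test system: purified T. brucei MetRS enzyme. Also added: ATP, methionine and E. coli bulk tRNA substrates. Compound: 11.9 µM single point. Schedule: 15 min enzyme-compound preincubation, 2 h reaction, 10 min detection, 25 °C. Signal: luciferase luminescence of residual ATP, Kinase-Glo. Evaluation: percent inhibition versus plate control medians. Controls: DMSO wells, low control.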
DNMT1 inh: DNMT1 (human) enzyme inhibition; P26358; DNMT1 molecular beacon, Hinp1I cleavage, fluorescence; inhibition (reported as % activation of signal), % at 10 µM; 0.83% of 360,000 active; in the data active = inhibition above about 50%
Scp1 inh: Scp-1 (human) phosphatase inhibition. Recombinant Scp1, phosphopeptide, malachite green phosphate absorbance. 0.88% of 340,000 active. Q9GZU7. inhibition, % at 20 µM;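 active = inhibition above about 50% at 20 µM, limit read from the data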;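 also: plate controls were DMSO wells with enzyme for no effect and wells lacking enzyme for full effect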
Target sequence (Q9GZU7 76-261 limits assumed): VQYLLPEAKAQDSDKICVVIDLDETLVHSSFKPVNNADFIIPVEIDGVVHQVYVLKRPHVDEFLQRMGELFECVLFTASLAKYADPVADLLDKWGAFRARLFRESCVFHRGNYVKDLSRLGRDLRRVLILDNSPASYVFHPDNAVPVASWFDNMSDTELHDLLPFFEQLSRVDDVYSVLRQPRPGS
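Times: enzyme reaction 45 min at room temperature, colour 5 min, stabilisation 30 min. Material: SCP-1 catalytic fragment, aa 76-261. Medium: Acidic Tris acetate buffer with magnesium and detergent. Signal: colorimetric free-phosphate detection, absorbance 630 nm. Read-out basis: % inhibition of SCP-1 phosphate liberation. Reagent: Phosphorylated 17-residue peptide substrate.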
CSN inh: inhibitors of human CSN-mediated cullin deneddylation; Q92905; Purified CSN, SCF-Nedd8-OG deneddylation, fluorescence polarization; inhibition, % at 12.5 µM; 0.38% of 360,000 active; AID 651999;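 active = pattern-corrected inhibition above about 35%, with an unprinted fluorescence ratio check between 0.5 and 1.5, limit read from the data, passing the limit was not always enough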;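 also: 0% = enzyme with substrate and 100% = substrate without enzyme; some results filed as inactive read as strong as hits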
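Schedule: reaction 90 min, room temperature / Assay system: HEK293T-derived human Csn5 enzyme / Input: Csn5 at 0.24 nM final / Measure: inhibition of Csn5 cleavage, % / Control set: substrate-only high control, full reaction low control / Technique: fluorescence polarization of the substrate / Buffer or medium: Tris/NaCl/DTT buffer, pH 7.5 / Reagent: SCFSkp2-Nedd8OG substrate at 10 nM final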
PABP1 MLLE inh: blocks PAM2 peptide binding to the PABP1 MLLE domain. P11940. GST-MLLE / FITC-PAM2 fluorescence polarization. inhibition, % at 20 µM. 0.36% of 360,000 active; in the data active = inhibition above about 35%, passing the limit was not always enough;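 also: plate controls were DMSO wells with GST-MLLE for no effect and wells lacking GST-MLLE protein for full effect; some results filed as inactive read as strong as hits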
Target sequence (P11940 whole entry, looked up, the tested form may be a part): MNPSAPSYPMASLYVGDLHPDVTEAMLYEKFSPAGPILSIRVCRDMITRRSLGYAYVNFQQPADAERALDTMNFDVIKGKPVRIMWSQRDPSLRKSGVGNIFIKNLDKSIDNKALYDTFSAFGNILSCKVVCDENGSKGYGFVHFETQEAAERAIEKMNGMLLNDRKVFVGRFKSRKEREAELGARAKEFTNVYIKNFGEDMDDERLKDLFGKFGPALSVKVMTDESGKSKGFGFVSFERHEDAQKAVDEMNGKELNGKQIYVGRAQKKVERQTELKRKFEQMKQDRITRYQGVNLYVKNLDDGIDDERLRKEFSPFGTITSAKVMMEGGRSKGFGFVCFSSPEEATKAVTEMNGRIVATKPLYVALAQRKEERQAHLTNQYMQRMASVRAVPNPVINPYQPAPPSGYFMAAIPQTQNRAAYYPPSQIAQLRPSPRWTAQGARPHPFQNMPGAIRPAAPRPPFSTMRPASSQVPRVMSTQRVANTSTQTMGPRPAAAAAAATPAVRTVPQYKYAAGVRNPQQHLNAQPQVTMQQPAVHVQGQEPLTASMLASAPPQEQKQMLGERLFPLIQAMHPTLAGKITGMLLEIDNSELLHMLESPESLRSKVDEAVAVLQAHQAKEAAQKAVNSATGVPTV
Rpn11 inh: blocks the human proteasome subunit Rpn11; human 26S proteasome, Ub4-pepOG fluorescence polarization; 20S core pre-blocked with epoxomicin; 0.59% of 360,000 active; calls only at 20 µM; O00487;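 active = inhibition at 20 µM, scaled to each plate's controls, above about 33%, limit read from the data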
NadD block: NadD (S. aureus) enzyme inhibition; AID 602399; 0.78% of 360,000 active; purified NadD enzyme, colorimetric absorbance read-out; inhibition, % at 20 µM; in the data active = inhibition above about 26%; also: some compounds past the cut are filed as inactive
LMPTP inh: LMPTP (human) inhibition | inhibition, % at 20 µM | 0.22% of 360,000 active | recombinant LMPTP-A, OMFP fluorogenic substrate, fluorescence intensity | AID 651560 | P24666;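 active = compounds that cut the enzyme signal by at least half of the control window in the single-dose screen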;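 also: plate controls were DMSO wells with enzyme plus substrate for no effect and substrate without enzyme for full effect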
Target sequence (P24666 whole entry, looked up): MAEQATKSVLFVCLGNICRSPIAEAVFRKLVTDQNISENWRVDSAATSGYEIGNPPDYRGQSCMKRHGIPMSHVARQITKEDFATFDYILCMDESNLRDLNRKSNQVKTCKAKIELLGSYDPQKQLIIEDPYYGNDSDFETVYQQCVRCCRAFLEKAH
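Test system: LMPTP-A, protein tyrosine phosphatase of low molecular weight; Input: 0.625 nM enzyme; Incubation: 50 min dark incubation at room temperature; Signal: endpoint fluorescence intensity from OMFP dephosphorylation; Read-out basis: % inhibition versus control wells.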
SUMO1-SIM PPI: alters human SUMO1 binding to SIM partners; P63165; SUMO1 binding to a labelled peptide, TR-FRET, 1 h; inhibition, % at 20 µM; 0.33% of 360,000 active; in the data active = inhibition above about 37%
Target sequence (P63165 whole entry, looked up): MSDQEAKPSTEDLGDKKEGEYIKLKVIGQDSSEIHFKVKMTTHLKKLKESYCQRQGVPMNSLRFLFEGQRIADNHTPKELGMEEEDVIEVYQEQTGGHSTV
The depositor's hits bear a star; i = inactive; x = no result given.

SMILES	STEP block	Tb MetRS inh	DNMT1 inh	Scp1 inh	CSN inh	PABP1 MLLE inh	Rpn11 inh	NadD block	LMPTP inh	SUMO1-SIM PPI
CC(=O)Nc1cc(-c2cccc(C(=O)NCCN(C)C)c2)cn2c(-c3ccc(C(C)=O)cc3)cnc12	11	-0.1	-3	x	4	6	i	1	-3.2	-90
CC(C)Cn1cc(C(=O)NCc2cccs2)c2c3ccccc3n(C)c2c1=O	-3	-1.1	1	-8	7	12	i	-6	-0.5	-2
Cc1ccc2c(c1)NC(=O)C(CC(=O)NCc1ccc(F)cc1)O2 (centres undefined)	-2	-0.4	0	-1	0	-4	i	1	-0.8	1
CNC(=O)C1C(=S)NC(N)=C(C#N)C1c1ccccc1 (centres undefined)	-4	0.3	-15	-5	4	33	i	0	-0.1	1
CCN(CC(=O)Nc1c(F)cccc1F)C(=O)c1ccc(=O)n(C)n1	0	-0.2	1	-4	-2	14	i	-4	0.6	8
CCOC(=O)c1ccc(NC(=S)N2CCC(C(N)=O)(N3CCCCC3)CC2)cc1	3	-0.9	1	-12	7	-76	i	-6	0.5	6
Cc1cc(C(=O)C[N+]2(C)CCOCC2)c(C)n1-c1ccc(Br)cc1	-1	-0.1	1	-2	-5	-1	i	1	-1.2	4
COC(=O)CNC(c1ccccc1)c1cc(C)ccc1NS(=O)(=O)c1ccc(C)cc1 (centres undefined)	0	-0.6	-7	-8	-3	-5	i	-5	1.8	-2
Cc1ccc(COc2ccc(-c3nnco3)cc2)cc1	-2	-0.5	1	-4	0	17	i	-3	2.0	4
CC1=C/C(=N\Nc2ccccc2[N+](=O)[O-])CC(C)(C)C1	5	-0.3	-2	-1	3	1	i	3	2.0	-38
O=C(CN1C(=O)c2ccccc2C1=O)Nc1ccc(-c2nc3ccccc3o2)cc1	2	-0.2	78*	-6	-1	-12	i	10	-0.1	-5
CSCC[C@@H](CO)NC(=O)[C@H]1O[C@@H](n2ccc(=O)[nH]c2=O)[C@H](O)[C@@H]1O	-4	0.4	0	x	2	0	i	-3	-1.2	4
COc1cccc(C(=O)N2CCC[C@H]2C(=O)N2CCC[C@H]2C(=O)N[C@H](C)c2ccccc2)c1	x	-1.2	x	x	0	x	x	-1	-1.4	3
CCCCC(CC)CNC(=O)C1CC=CCC1C(=O)O (centres undefined)	1	-1.0	-2	0	-22	11	i	-2	-0.4	-3
O=C(Nc1cccc(NC(=O)c2cccnc2)c1)c1cccnc1	-1	-0.4	-2	-3	0	-4	i	-1	0.6	-1
COc1ccc(N2CCN(C(=O)CSc3nnc4c(C)cc5c(C)cc(C)cc5n34)CC2)cc1	6	-0.4	-11	-1	0	-83	i	2	2.6	-3
COCCN1Cc2cccc(C(=O)NCCc3ccccc3)c2C1=O	1	-0.7	3	-4	4	-4	i	-2	2.0	4
Cc1ccc(C(=O)NCCSC(C)(C)C)cc1[N+](=O)[O-]	0	0.8	1	-5	-4	20	i	-7	-0.3	-2
Cc1nnc(NC(=O)CSc2nc(CC(C)C)nc3c2c(=O)n(C)c(=O)n3C)s1	-3	0.5	1	-3	4	-10	i	0	-2.2	2
CCCSc1nc(NCc2ccco2)c2c3c(sc2n1)COC(C)(CC)C3 (centres undefined)	0	-0.7	-7	0	2	5	i	4	4.4	-1
COc1ccc(-c2cnnn2-c2ccc(NC(=O)c3ccc(S(=O)(=O)N4CCCCC4)cc3)cc2)cc1	-2	-0.3	-11	-13	1	-5	i	17	2.5	-3
COCCN(C(=O)COC(=O)c1ccco1)c1c(N)n(Cc2ccccc2)c(=O)[nH]c1=O	1	0.4	0	-10	-6	5	i	-2	-1.8	5
COc1ccc(C)cc1N1C(=N)/C(=C2/Nc3ccccc3S2)C(c2ccccc2)C1=O (centres undefined)	-1	-0.7	-14	0	-14	-5	i	18	0.6	-1
Cc1ccccc1N1C(=O)CC(Nc2ccc3c(c2)OCO3)C1=O (centres undefined)	2	-0.7	0	-1	2	9	i	2	-1.6	-8
COc1ccc(CC(=O)Nc2ccc(S(=O)(=O)N(C)C3CCN(C)CC3)cc2)cc1	0	-0.2	-4	1	-4	-61	i	-3	1.8	-17

Exported bar-delimited: entries from further up.
mol | STEP block | Tb MetRS inh | DNMT1 inh | Scp1 inh | CSN inh | PABP1 MLLE inh | Rpn11 inh | NadD block | LMPTP inh | SUMO1-SIM PPI
Cc1ccc(C(=O)NCCSC(C)(C)C)cc1[N+](=O)[O-] | 0 | 0.8 | 1 | -5 | -4 | 20 | i | -7 | -0.3 | -2
COc1ccc(CC(=O)Nc2ccc(S(=O)(=O)N(C)C3CCN(C)CC3)cc2)cc1 | 0 | -0.2 | -4 | 1 | -4 | -61 | i | -3 | 1.8 | -17
CSCC[C@@H](CO)NC(=O)[C@H]1O[C@@H](n2ccc(=O)[nH]c2=O)[C@H](O)[C@@H]1O | -4 | 0.4 | 0 | x | 2 | 0 | i | -3 | -1.2 | 4
O=C(CN1C(=O)c2ccccc2C1=O)Nc1ccc(-c2nc3ccccc3o2)cc1 | 2 | -0.2 | 78* | -6 | -1 | -12 | i | 10 | -0.1 | -5

The list goes on.
SMILES	STEP block	Tb MetRS inh	DNMT1 inh	Scp1 inh	CSN inh	PABP1 MLLE inh	Rpn11 inh	NadD block	LMPTP inh	SUMO1-SIM PPI
COc1ccc(C(C(=O)Nc2ccc3c(c2)OCO3)N(C)C(=O)Cc2c[nH]c3ccccc23)cc1 (centres undefined)	-1	0.2	-6	-5	1	-7	i	-6	1.0	0
Cc1cc(C(O)c2ncc(-c3ccccc3)[nH]2)ccc1F (centres undefined)	0	-0.1	-2	x	2	0	i	-6	0.3	-1
CN(C)C=NC(=O)c1cc(C(=O)c2ccc(F)cc2)c[nH]1	-1	1.0	-1	-9	-3	11	i	-4	-0.4	-3
COCc1cc(C)nc(OCC(=O)N/N=C/c2ccc(OC)c(OC)c2)c1C#N	-2	-0.7	-1	8	-2	5	i	-2	-1.7	1
C/C(=N\NC(=O)C1(C)CC1(Br)Br)c1ccc(C)cc1C (centres undefined)	2	0.0	2	-5	4	-5	i	-3	0.6	5
CCOc1ccccc1CNn1cnnc1	-4	-0.5	2	-11	3	-8	i	-2	-0.5	3
COc1ccc(N(Cc2ccccc2)S(=O)(=O)c2cccc(C(=O)NCC3CCCO3)c2)cc1 (centres undefined)	0	-0.7	-8	-1	2	2	i	-7	0.9	-3
CC1=NN(C(=O)c2ccc(Cn3cc(Br)c([N+](=O)[O-])n3)o2)C(O)(C(F)(F)F)C1 (centres undefined)	-1	0.5	-6	-5	-7	4	i	-1	-0.3	-11
Cc1cc(O)c(C(C)C)cc1NC(=O)c1ccc(Cl)cc1	-4	-0.8	-3	-12	-7	4	i	-5	0.5	-2
N#CNC(=Nc1cccc(C(F)(F)F)c1)SCc1ccc(C(=O)O)cc1	2	0.3	0	-1	0	-5	i	-2	-1.4	-2
COC(=O)c1ccc(COc2ccccc2/C=C(\C#N)C(=O)Nc2c(C)cccc2C)cc1	-1	-0.2	-3	-13	6	3	i	-3	1.7	1
C=CCn1c(SCc2nc3ccccc3c(=O)[nH]2)nc2ccccc2c1=O	7	0.4	1	-2	1	-11	i	2	-0.7	-2
Cc1ccc(C)c(NC(=S)NC(NC(=O)Cc2cccc3ccccc23)C(Cl)(Cl)Cl)c1 (centres undefined)	2	-0.1	45	-5	4	11	i	26	-0.9	7
COc1ccc(NC(=O)C2(C)Cc3c(-c4cccc(C(F)(F)F)c4)ccnc3O2)cc1OC (centres undefined)	0	2.2	-7	x	5	-10	i	3	1.7	9
NC(=O)c1ccsc1NC(=O)COC(=O)Cc1ccccc1[N+](=O)[O-]	1	0.1	-4	x	2	-21	i	2	3.3	-9
CCCCN1C[C@H](CSC)[C@@H](CC(=O)NC)C1=O	0	-1.2	47	x	8	1	i	-4	-1.9	12
O=C(CSc1nc2ccccc2n1Cc1ccc(Cl)cc1)N/N=C/c1ccccc1C(=O)O	2	-0.1	-4	3	-2	-32	i	18	0.0	9
O=C(Nc1ccc(Nc2ccccc2)cc1)c1cccc(F)c1	-3	0.2	-2	-11	1	13	i	-8	2.2	8
COc1ccc(S(=O)(=O)NC2CC(=O)N(c3ccc(C)c(C)c3)C2)cc1C (centres undefined)	-2	-0.1	1	-6	-1	-2	i	-5	1.2	-5
Cc1cc(C)n(Cc2cccc(F)c2)c(=O)c1C#N	6	0.0	3	-3	2	2	i	0	-0.7	5
CCCS(=O)(=O)c1nc(S(=O)(=O)c2ccc(C)cc2)c(NCc2ccc3c(c2)OCO3)s1	4	0.2	1	-10	-3	-1	i	-3	1.8	-3
O=C(CSC1=Nc2ccccc2C2=NC(CC(=O)NC3CCCCC3)C(=O)N12)NCc1ccco1 (centres undefined)	-4	0.4	0	-6	-1	49*	i	8	-0.9	2
CN1CCN(C2OC(=O)c3ccccc32)CC1 (centres undefined)	2	-0.4	1	-9	4	-49	i	0	-1.6	3
O=C(C[C@H]1C/C=C\CCC(=O)OC[C@H]2CCCN2C1=O)NCCO	-6	-0.2	2	0	-4	-3	i	-2	0.7	6
CCCC/C(C)=N\NC(=O)CNS(=O)(=O)c1ccc([N+](=O)[O-])cc1	-1	0.0	1	-10	1	6	i	-6	1.5	-19

(next part)
SMILES	STEP block	Tb MetRS inh	DNMT1 inh	Scp1 inh	CSN inh	PABP1 MLLE inh	Rpn11 inh	NadD block	LMPTP inh	SUMO1-SIM PPI
CC(C)c1nc(SCC(=O)N2CCCCC2)c2c(=O)n(C)c(=O)n(C)c2n1	-2	-0.3	2	x	4	-11	i	0	-1.3	1
CSc1nc2n(n1)C(c1cc(Br)ccc1F)C(C(=O)N(C)C)=C(C)N2 (centres undefined)	-2	0.0	1	-5	2	-14	i	4	-1.4	4
Nc1cccc(S(=O)(=O)Nc2ccc(Br)cc2)c1	0	0.0	-3	-1	4	0	i	0	0.9	-3
O=C(NCCc1ccccc1)c1ccnc(/C=N/O)c1	2	-1.4	0	2	2	-9	i	1	-1.5	2
Cc1ccc2nc3c(cc(C(=O)NCCc4ccccc4)c(=N)n3CCN3CCOCC3)c(=O)n2c1	8	0.1	2	-3	2	-12	i	-7	10	-8
CCOc1cnc(-c2c(-c3c(Cl)cccc3Cl)noc2C)o1	0	-0.6	5	7	-4	-3	i	-7	3.2	1
Cc1cc(-c2ccc(C)c(S(=O)(=O)Nc3cccc(CN4CCCC4)c3)c2)on1	0	0.3	-7	-2	4	-2	i	3	2.0	4
CCCCOC(=O)Cn1c(=O)n(CC(=O)OCCCC)c2cc(C)ccc21	2	-1.2	3	-3	-5	6	i	1	-0.4	0
